Screening data: PubChem BioAssay, several laboratories
AID2073 = inhibitors of Mint1-CaV2.2 protein interaction, biochemical, HTRF (AID 2073); HTRF protein-protein interaction, Mint1-CaV2.2; higher % means a stronger effect; inhibition, % at 20 µM; hits with a dose series show IC50 in µM; actives 0.19% (n = 290,000); in the data active = inhibition mostly above about 51%, no sharp cut-off; inconclusive = no clear call, values can overlap the other calls; inactive = mostly below about 53%; also: some results filed as inactive read as strong as hits
West Nile virus CPE = West Nile virus antiviral activity, cell-based, CPE readout (AID 1621); West Nile virus-infected cells, CPE inhibition; higher % means a stronger effect; CPE inhibition, % at 10 µM, or IC50 in µM where a hit was titrated; actives 0.02% (n = 290,000); in the data active = a potency from the dose series; inconclusive = CPE inhibition mostly from about 3.7% at the one dose, without a potency; inactive = the rest, 99 in 100 with CPE inhibition below about 2.2%; also: strong numbers were not always called active
UTI89 phage lysis = inhibition of K1F phage lysis, E. coli UTI89, bacterial capsule biogenesis inhibitors, alamar blue (AID 488966). E. coli UTI89 K1F phage lysis, alamar blue, 2 h; higher % means a stronger effect. one-dose inhibition, % at 100 µM; IC50 in µM for titrated hits. actives 0.02% (n = 340,000);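 active = phage lysis inhibition, versus mean bacterial control, above a set limit; inconclusive = no clear call, values can overlap the other calls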;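 also: capsule biogenesis inhibitors block K1F phage lysis so surviving cells raise fluorescence; higher fluorescence means more inhibition of phage lysis; actives were called in the ten point dose series up to 300 µM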
MgcRacGAP inhibition = MgcRacGAP GTPase-activating activity inhibitors, confirmation, biochemical, ADP Hunter fluorescence | actives 0.6% (n = 340,000) | MgcRacGAP-stimulated Rac1 GTP hydrolysis, ADP Hunter fluorescence; higher % means a stronger effect; GST-tagged Rac1 F28L mutant substrate | one-dose inhibition, % at 30 µM; IC50 in µM for titrated hits;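 active = first-screen hits whose inhibition reached a set limit at any dose in the follow-up dose series; inconclusive = inhibition above the set first-screen limit but never retested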;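 also: fluorescence reports GDP produced by GAP-driven GTP hydrolysis; strong numbers were not always called active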
NS5 inhibitors = Dengue-2 NS5 methyltransferase inhibitors, primary screen, biochemical, confirmation dose response (AID 588689); Dengue-2 NS5 methyltransferase capping enzyme assay, biochemical; higher % means a stronger effect; one-dose inhibition, % at 25 µM; IC50 in µM for titrated hits; actives 0.3% (n = 340,000); in the data active = a potency from the dose series; inconclusive = inhibition above about 29% without an active follow-up result
RSV CPE inhibition = RSV antiviral activity via CPE protection, HEp-2 cells, primary 10 µM value included (AID 2391) | CPE inhibition, % at 10 µM; hits with a dose series show IC50 in µM | actives 0.13% (n = 310,000) | HEp-2 cells, RSV-induced CPE inhibition; higher % means a stronger effect; in the data active = a potency from the dose series; inconclusive = CPE inhibition mostly from about 23% at the one dose, without a potency; inactive = the rest, 99 in 100 with CPE inhibition below about 21%; also: strong numbers were not always called active
NTR1 agonist = agonists of NTR1, primary screen, imaging, U2OS cells, beta-arrestin-GFP, high content (AID 493036). P30989. NTR1-U2OS beta-arrestin-GFP spot imaging, agonist mode. actives 0.17% (n = 330,000). activation, % at 20 µM;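 active = activation at or above 40% of the spot to cytoplasm intensity ratio, with at least 20 cells analyzed; inconclusive = wells under 20 cells, flagged as cytotoxic or low count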;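 also: 0% = DMSO without peptide and 100% = 100 nM NTR1 peptide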
Target sequence (P30989 whole entry, looked up): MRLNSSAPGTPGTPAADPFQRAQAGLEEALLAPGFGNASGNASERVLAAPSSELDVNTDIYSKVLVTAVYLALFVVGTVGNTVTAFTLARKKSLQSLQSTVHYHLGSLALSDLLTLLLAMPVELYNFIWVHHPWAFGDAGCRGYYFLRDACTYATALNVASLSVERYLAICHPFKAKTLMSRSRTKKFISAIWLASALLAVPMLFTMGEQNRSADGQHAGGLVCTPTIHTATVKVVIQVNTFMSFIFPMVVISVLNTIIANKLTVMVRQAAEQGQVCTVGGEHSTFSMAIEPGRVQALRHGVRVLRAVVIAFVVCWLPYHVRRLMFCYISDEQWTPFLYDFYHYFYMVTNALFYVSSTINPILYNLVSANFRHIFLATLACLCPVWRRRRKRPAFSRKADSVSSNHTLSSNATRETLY
Large T inhibition = TAg ATPase/helicase activity blockers – biochemical (AID 1903). one-dose inhibition, % at 20 µM; IC50 in µM for titrated hits. SV40 large T antigen ATPase/helicase inhibition assay; higher % means a stronger effect. actives 0.39% (n = 310,000); in the data active = a potency from the dose series; inconclusive = inhibition mostly from about 32% at the one dose, without a potency; inactive = the rest, 99 in 100 with inhibition below about 32%; also: strong numbers were not always called active
Siah-1 displacement = Siah-1 peptide-binding antagonists, primary screen, biochemical, fluorescence polarization, rhodamine-plectin, uHTS (AID 1817); actives 0.02% (n = 290,000); Siah-1 / rhodamine-plectin peptide fluorescence polarization; higher % means a stronger effect; one-dose displacement, % at 20 µM; IC50 in µM for titrated hits;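 active = displacement of at least 50% at 20 µM, with a fluorescence ratio check between 0.3 and a set limit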;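 also: plate controls were Siah plus tracer with DMSO for no effect and tracer alone without Siah for full effect; strong numbers were not always called active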
NTR1 agonist cell count 20 µM = further read-out of NTR1 agonist, marked with its call; cell count; measured here: cell count, cytotoxicity flag
* marks the source's active call; other numbers are inactive results; ? = inconclusive; . = not tested or not shown; & = joins results of further samples; [ ] = dose if it differs, or a comment.

Fields – AID2073	West Nile virus CPE	UTI89 phage lysis	MgcRacGAP inhibition	NS5 inhibitors	RSV CPE inhibition	NTR1 agonist	NTR1 agonist cell count 20 µM	Large T inhibition	Siah-1 displacement
- CC(C)(C)NC(=O)C(=O)NNC(=O)c1ccccc1Br
 : 11%	0.5%	0.2%	6%	-5%	-1.7%	2.3	56	3%	10%
- C=CCn1c(N2CCOCC2)nc2c1c(=O)[nH]c(=O)n2C
 : 0%	0.3%	0.0%	-2%	-9%	3.0%	0.8	38	16%	2%
- Cc1cccc2nc(CSc3nc4[nH]ncc4c(=O)n3-c3ccccc3Cl)cc(=O)n12
 : 4%	-0.5%	-0.3%[50 µM]	7%	-3%	13%	5.3	54	9%	-7%
- O=C1CCC(C(=O)N(CCO)Cc2ccccc2)CN1CC1CCCCC1 (stereo unspecified)
 : -5%	-0.9%	0.0%	5%	-6%	-0.3%	0.5	61	9%	2%
- COC(=O)C(CC(C)C)NC(=O)c1cccs1 (stereo unspecified)
 : -6%	0.0%	-0.2%	1%	-4%	2.2%	0.3	62	-1%	-2%
- COCCCN1C(=O)C(O)=C(C(=O)c2ccc(C)o2)C1c1cccc(Br)c1 (stereo unspecified)
 : 26%	-0.3%	-1.6%	1%	-3%	0.8%	-0.3	33	12%	7%
- COc1ccc(NC(=S)NC(=O)c2cncc(Br)c2)c(OC)c1
 : 8%	-0.5%	0.1%	7%	0%	1.4%	6.8	97	10%	1%
- CN(C)CCCN=Cc1c(O)n(Cc2ccccc2)c(=O)c2ccccc12
 : 10%	1.3%	0.0%	9%	6%	2.6%	-0.2	43	-2%	-2%
- COc1ccc(-c2cc(C(=O)Nc3ccc(Cl)cc3Cl)c3ccccc3n2)cc1OC
 : 26%	-1.2%	-0.3%	3%	2%	2.6%	5.7	86	13%	2%
- CSc1cccc(NC(=O)CSc2ccc(Cl)cc2)c1
 : 2%	-0.4%	-1.0%	2%	2%	7.2%	-0.9	67	12%	4%
- NNC(=O)c1cc2ccccc2[nH]1
 : 10%	0.3%	0.2%	-4%	-5%	-1.4%	1.0	56	5%	6%
- CCCCn1c(N)c(N(C)C(=O)c2c(C)nn(-c3ccccc3)c2C)c(=O)[nH]c1=O
 : .	.	-0.1%[50 µM]	3%	1%	.	-0.2	68	.	.
- CC(=O)c1c(C)oc2ccc(NS(=O)(=O)c3ccc(O)c(C(=O)O)c3)cc12
 : 23%	0.0%	0.2%	11%	9%	2.5%	-1.2	36	20%	-6%
- O=C([C@H](O)c1ccccc1)N1CCC[C@H]1CO
 : 5%	0.1%	1.5%[50 µM]	11%	-3%	1.7%	3.0	68	12%	0%
- Oc1ccc2c(ccc3[nH]cnc32)c1
 : 24%	-0.2%	0.4%	44µM*	7%	3.9%	0.6	52	34%	-2%

(continued)
Fields – AID2073	West Nile virus CPE	UTI89 phage lysis	MgcRacGAP inhibition	NS5 inhibitors	RSV CPE inhibition	NTR1 agonist	NTR1 agonist cell count 20 µM	Large T inhibition	Siah-1 displacement
- COc1ccc(/C=N/OCC(=O)Nc2nc3ccccc3s2)cc1OC
 : -8%	-0.9%	2.2%[50 µM]	6%	-6%	3.0%	-2.4	73	-1%	-2%
- CN(Cc1ccccc1)C(=O)COC(=O)CNS(=O)(=O)c1ccc2ccccc2c1
 : .	.	0.7%[50 µM]	7%	-7%	0.4%	0.2	82	7%	.
- COc1ccc(-c2cc3c(=O)n(CC(=O)NCCCN4CCC(N5CCCCC5)CC4)ncn3n2)cc1
 : 23%	0.6%	0.2%	6%	0%	-1.6%	-0.3	60	3%	1%
- Nc1nnc(SCC(=O)Nc2cc(S(=O)(=O)N3CCOCC3)ccc2N2CCCC2)s1
 : .	.	1.6%[50 µM]	6%	2%	-0.9%	-2.5	55	.	.
- C=CCNC(=S)Nc1c(C(=O)OC)[nH]c2cc(OC)ccc12
 : -34%	-0.4%	-0.6%	-14%	-13%	2.2%	1.2	47	28%	-1%
- Cc1cc(C(=O)N/N=C/c2ccc(C)s2)n[nH]1
 : -5%	-0.3%	-0.3%	9%	-7%	1.7%	0.2	49	0%	0%
- CN(C[C@H](c1ccccc1)N(C[C@H](Cc1ccccc1)N(CCc1ccccc1)N=O)N=O)N=O
 : 9%	-0.6%	-0.7%	4%	-8%	-0.8%	2.0	51	4%	6%
- COc1ccc(/C(C)=N\Nc2nc(-c3ccc(Cl)cc3)cc(C(F)(F)F)n2)cc1OC
 : 9%	-1.0%	-1.9%	-8%	1%	4.6%	5.4	46	22%	19%
- CS(=O)(=O)c1ccccc1C(=O)Nc1cccc(-c2nc3ccccc3o2)c1
 : 0%	0.3%	0.4%	4%	8%	19%	0.5	64	7%	9%
- O=C(CN1CCCCCCC1)N/N=C/c1ccc([N+](=O)[O-])o1
 : -5%	-0.6%	0.2%	30%	5%	-0.4%	0.3	67	2%	-4%
- CCOC(=O)C1=C(C)NC(C)=C(C(=O)OC)C1c1cccc([N+](=O)[O-])c1 (stereo unspecified)
 : -5%&-12%	0.3%	1.3%	1%	-1%	0.2%	-0.2	59	12%&11%	7%&4%
- Cc1cccc(N2CCN(S(=O)(=O)c3ccc(Cl)nc3)CC2C)c1 (stereo unspecified)
 : .	.	-0.1%	1%	3%	.	0.4	46	.	.
- Nc1cccc2c1C(=O)N(c1ccccc1)C2=O
 : .	0.0%	-3.6%	1%	23%	-0.1%	-2.0	56	.	.
- Cc1nonc1NC(=O)CSc1nc(C23CC4CC(CC(C4)C2)C3)nc2ccccc12
 : 18%	1.4%	0.9%	8%	-4%	?	36	48	1%	2%
- CCCN(C(=O)Cn1ncc2c([nH]c3ccccc32)c1=O)c1ccccc1C
 : 7%	-0.3%	0.1%	7%	1%	1.1%	0.6	70	36%	9%

The results go on.
Fields – AID2073	West Nile virus CPE	UTI89 phage lysis	MgcRacGAP inhibition	NS5 inhibitors	RSV CPE inhibition	NTR1 agonist	NTR1 agonist cell count 20 µM	Large T inhibition	Siah-1 displacement
- NC1=NN(c2cccc(C(=O)O)c2)C(=O)C1
 : 23%	0.6%	0.8%	19%	11%	2.9%	2.4	43	29%	-6%
- COc1ccccc1N(CC(=O)Nc1ccc(C)cc1Cl)S(=O)(=O)c1cccs1
 : .	.	-1.7%	0%	-4%	.	5.2	41	.	.
- O=[N+]([O-])c1ccccc1S(=O)(=O)NC1CCCCCCC1
 : -5%	-2.9%	-2.1%	0%	5%	0.8%	1.7	55	-40%	-3%
- O=C(Nc1ccc2c(c1)CCC2)C1CCCO1 (stereo unspecified)
 : 3%	0.4%	-0.1%	5%	-6%	-1.2%	0.6	70	0%	-3%
- Cn1nc(-c2ccccc2)c(CSc2cccc(Cl)c2)c1Cl
 : 12%	0.6%	-0.1%	9%	6%	.	8.4	46	14%	-1%
- Cc1cc(C(F)(F)F)n(-c2ccc(N)cc2)n1
 : -3%	-0.1%	4.8%	-6%	-9%	-0.4%	3.3	71	4%	1%
- O=C1NC(=O)C2(CCCCCCCCCCC2)N1
 : -3%	-0.5%	1.0%	6%	-7%	3.5%	-1.5	55	10%	1%
- COc1ccc(C)cc1NC(=O)C(Sc1nnc(-c2ccncc2)n1-c1ccc(Cl)cc1)c1ccccc1 (stereo unspecified)
 : 7%	-0.4%	0.1%	15%	-5%	22%	3.8	82	5%	0%
- C=CCNC(=O)C1CC(=O)N(c2ccc(OCC(=O)Nc3cccc(OC)c3)cc2)C1 (stereo unspecified)
 : 2%	0.0%	0.3%	6%	-5%	1.2%	0.0	63	6%	-1%
- O=C(CCCc1ccccc1)Nc1ccnn1C1CCN(Cc2ccc(CO)o2)CC1
 : 9%	-0.6%	-1.1%[50 µM]	2%	-4%	-0.1%	0.7	67	-5%	-4%
- COc1ccccc1Nc1nc(-c2cccs2)cs1
 : 47%	-0.2%	0.3%	23%	13%	40%	0.7	43	8%	-7%
- CC(c1ccccc1)N(C)C(=O)CN1CCN(S(=O)(=O)c2ccc3c(c2)OCCCO3)CC1 (stereo unspecified)
 : .	.	0.5%[50 µM]	1%	-4%	9.9%	-1.1	79	.	.
- COCCn1c(SCC(=O)c2cccc(OC)c2)nnc1-c1ccco1
 : 1%	-0.1%	-0.8%	13%	-10%	1.2%	0.4	71	2%	2%
- Cc1ccc(C(=O)C(OC(=O)c2cnccn2)c2ccccc2)cc1 (stereo unspecified)
 : -9%	0.0%	0.1%	11%	-10%	2.6%	-0.4	115	10%	6%
- C=CCn1c(=O)[nH]c2cc(C(=O)N3CC=C(c4ccccc4)CC3)ccc2c1=O
 : 52%	-0.1%	0.4%	-9%	5%	-0.3%	1.7	66	7%	47%

Other structures:
Fields – AID2073	West Nile virus CPE	UTI89 phage lysis	MgcRacGAP inhibition	NS5 inhibitors	RSV CPE inhibition	NTR1 agonist	NTR1 agonist cell count 20 µM	Large T inhibition	Siah-1 displacement
- CN(C)CCOc1cccc(Br)c1
 : 49%	-0.3%	0.5%	25%	-3%	-0.1%	0.3	72	6%	3%
- Cc1ccc(C2(CCNC(C)c3cccs3)CCOC(C(C)C)C2)cc1 (stereo unspecified)
 : -9%	-1.2%	0.3%	10%	-9%	.	.	.	3%	9%
- Cc1cccc(NC(=O)CCN2CCCC(C)C2)c1 (stereo unspecified)
 : -2%	-0.2%	0.3%	10%	1%	-0.8%	-0.8	69	10%	0%
- COc1ccc(Cl)cc1NS(=O)(=O)c1cccc2cccnc12
 : 0%	-1.3%	-0.1%	1%	-6%	3.3%	2.7	50	22%	7%
- COc1cccc(CC2(CO)CCCN(CC3=Cc4cc(OC)ccc4OC3)C2)c1 (stereo unspecified)
 : 13%	-0.5%	-0.4%	-3%	-11%	0.3%	5.3	49	10%	5%
- Cc1nnc(SCC(=O)Nc2ccccc2NC(=O)CSc2nnc(C)s2)s1
 : -1%	0.0%	0.3%	13%	.	0.9%	1.0	55	4%	3%
- Cc1cc[n+](CC(=O)Nc2cccc(C)c2)cc1
 : 9%	-0.2%	0.1%	0%	-6%	-1.2%	-0.7	75	9%	1%
- CC(=O)NCC(=O)NC1CC(C)(C)Cc2c1cnn2-c1ccccc1 (stereo unspecified)
 : -2%	-1.1%	1.1%	3%	-2%	-0.5%	1.1	65	1%	-3%
- Cc1ccc(C(=O)N/N=C\c2ccc[nH]2)cn1
 : -4%	0.1%	0.0%	11%	-4%	1.6%	0.5	60	2%	0%
- COC(CNc1nc(SC)nc2sc3c(c12)CCN(C)C3)OC
 : 13%	-0.8%	0.3%	12%	-2%	-0.5%	0.7	82	3%	-2%
- CNCCCNCc1ccc(SC)cc1
 : 0%	1.0%	.	.	.	.	.	.	-2%	-1%
- CCC(=O)Nc1nc2ccc3nc(C)sc3c2s1
 : -1%	0.9%	-2.1%	9%	-3%	-0.9%	-1.2	91	2%	5%
- CC(=O)Nc1ccc(NC(=O)Cc2ccc(S(=O)(=O)N3CCCCC3)cc2)cc1
 : .	.	0.8%[50 µM]	1%	-8%	.	-1.9	44	.	.
